Wnt act – Wnt/beta-catenin pathway activators, primary screen, cell-based, plate reader, single point | activation, % at 9.35 µM | Wnt/beta-catenin reporter cell assay, activator | actives 1.2% (n = 300,000) | AID 743398, 2014; in the data active = activation above about 30%, passing the limit was not always enough; inconclusive = no clear call, values can overlap the other calls;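 note: 0% = neutral control wells and 100% = positive control wells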
phage Ecoli inh – growth loss of phage-infected E. coli, primary screen, RecBCD inhibitor project, absorbance, with phage, HTS. AID 651602, 2012. inhibition, % at 11.9 µM. actives 0.26% (n = 360,000); in the data active = inhibition above about 11%
Numbers without * were called inactive; ? = inconclusive. Some of the compounds tested; the hit share may differ from the screen's.

smiles,Wnt act,phage Ecoli inh
COCCN(C(=O)COC(=O)CCC1CCCCC1)c1c(N)n(Cc2ccccc2)c(=O)[nH]c1=O,-4,1.2
N#Cc1ccc(C(=O)Nc2cc(S(=O)(=O)N3CCOCC3)ccc2N2CCOCC2)cc1,2,3.2
O=C(NC1CCCCC1)C1c2ccccc2OCC(=O)N1CC(F)(F)F (stereo not drawn),-3,3.2
C[C@@H]1CCCCO[C@@H](CN(C)C(=O)NC2CCCCC2)[C@@H](C)CN([C@H](C)CO)C(=O)c2cc(N(C)C)ccc2O1,-1,2.5
CS(=O)(=O)N1CCCCC1c1cc(C(=O)NCc2ccccc2)no1 (stereo not drawn),-3,4.8
CCOC(=O)C1(C)CCCN(C(=O)c2cccc(C#N)c2)C1 (stereo not drawn),3,6.0
CN(C)c1ccc(CN2CCC(C(=O)NC(c3ccc(Cl)cc3)c3cnccn3)CC2)cc1 (stereo not drawn),-3,0.8
COCCNc1nc(-c2cc(F)ccc2C)c2sc(-c3ccccc3)cc2n1,-1,-0.3
OC(c1ccc(Cl)c(F)c1)c1ncc(-c2ccccc2F)[nH]1 (stereo not drawn),-1,2.6
COc1ccc(C(=O)c2[nH]c(N)c(C(=O)NCCc3c[nH]c4ccccc34)c2-c2ccc(Cl)cc2)cc1,0,-1.2

New compounds follow
smiles,Wnt act,phage Ecoli inh
CCCCCCCCN1C(=O)[C@H](CC(=O)NCCC(C)C)C[C@@]2(C(=O)OC)CC(C)(C)CC=C12,-7,-0.6
C[C@@H]1CN([C@H](C)CO)C(=O)CCCn2cc(nn2)CO[C@H]1CN(C)S(=O)(=O)c1ccccc1,-1,1.9
CCCC(=O)N1CCCC1(C)C(=O)Nc1cc(OC)c(OC)c(OC)c1 (stereo not drawn),-2,3.6
CSc1cccc(NC(=O)C2CC(=O)N(c3ccc4c(c3)OCCO4)C2)c1 (stereo not drawn),-1,3.9
O=[N+]([O-])c1cccnc1Oc1cc(Cl)c(Cl)cc1Cl,-3,3.2
CC(C)C(=O)N1CCC1(C)C(=O)Nc1ccccc1OC(F)F (stereo not drawn),-1,1.3
COc1ccc(NC(=O)C2(C)Cc3c(-c4cccc(C(N)=O)c4)ccnc3O2)cc1OC (stereo not drawn),-5,1.5
CCC(=O)N1CCCC1(C)C(=O)Nc1cccc(Oc2ccccc2)c1 (stereo not drawn),-1,1.9
Cc1cccc(C)c1NC(=O)C(c1ccc(C#N)cc1)n1c(=O)c(-c2ccco2)nc2ccccc21 (stereo not drawn),-3,4.5
O=C(NCCc1ccccc1)C1C(=O)Nc2ccccc2C(=O)N1C1CCCCC1 (stereo not drawn),-1,-0.3

More structures
smiles,Wnt act,phage Ecoli inh
CC(=O)CC1c2ccccc2C=C(c2ccsc2)N1c1ccc(-c2cccs2)cc1 (stereo not drawn),-5,-0.1
CC(=O)Nc1cccc(-c2ccnc3c2CC(C)(C(=O)Nc2ccc(F)c(Cl)c2)O3)c1 (stereo not drawn),-1,2.5
COCCNC(=O)C1(C)CCN(C(=O)c2ccc(F)c(C)c2)C1 (stereo not drawn),-2,1.8
O=S1(=O)CC(N2CCN(Cc3ccccc3F)CC2)CN1Cc1cn(Cc2ccc(Cl)cc2)nn1 (stereo not drawn),-4,0.0
O=C(NCC(F)(F)F)C1C(=O)Nc2ccccc2C(=O)N1Cc1ccccc1 (stereo not drawn),-3,-2.0
CCOC(=O)CN1C(=O)[C@]2(OCCC=C[C@H]2C)c2ccccc21,3,3.2
COc1ccc(CN(C)CCCn2ccc(N)nc2=O)cc1OC,-1,2.6
Cc1ccc(Nc2n[nH]c(=S)s2)c(C)c1,-3,2.3
COCCNc1ncnc2c1ncn2[C@H]1CN(CCc2ccccc2)C[C@@H](CO)O1,-1,-0.5
CCCCN(C)c1c(C)nc2ccc(C(=O)NCc3ccc4c(c3)OCO4)cn12,0,2.3

Some of these compounds in order of number of heavy atoms, ascending:
smiles,Wnt act,phage Ecoli inh
Cc1ccc(Nc2n[nH]c(=S)s2)c(C)c1,-3,2.3
O=[N+]([O-])c1cccnc1Oc1cc(Cl)c(Cl)cc1Cl,-3,3.2
CCOC(=O)CN1C(=O)[C@]2(OCCC=C[C@H]2C)c2ccccc21,3,3.2
COc1ccc(CN(C)CCCn2ccc(N)nc2=O)cc1OC,-1,2.6
CCC(=O)N1CCCC1(C)C(=O)Nc1cccc(Oc2ccccc2)c1 (stereo not drawn),-1,1.9
O=C(NCC(F)(F)F)C1C(=O)Nc2ccccc2C(=O)N1Cc1ccccc1 (stereo not drawn),-3,-2.0
CCCCN(C)c1c(C)nc2ccc(C(=O)NCc3ccc4c(c3)OCO4)cn12,0,2.3
COCCNc1ncnc2c1ncn2[C@H]1CN(CCc2ccccc2)C[C@@H](CO)O1,-1,-0.5
CC(=O)Nc1cccc(-c2ccnc3c2CC(C)(C(=O)Nc2ccc(F)c(Cl)c2)O3)c1 (stereo not drawn),-1,2.5
COc1ccc(NC(=O)C2(C)Cc3c(-c4cccc(C(N)=O)c4)ccnc3O2)cc1OC (stereo not drawn),-5,1.5
O=S1(=O)CC(N2CCN(Cc3ccccc3F)CC2)CN1Cc1cn(Cc2ccc(Cl)cc2)nn1 (stereo not drawn),-4,0.0
Cc1cccc(C)c1NC(=O)C(c1ccc(C#N)cc1)n1c(=O)c(-c2ccco2)nc2ccccc21 (stereo not drawn),-3,4.5

Other records:
smiles,Wnt act,phage Ecoli inh
O=C(NCCc1ccccc1F)C1C(=O)Nc2ccccc2C(=O)N1C1CCCCC1 (stereo not drawn),1,-2.7
CCc1nc2c(OCC=C(C)C)cccn2c1N(C)C(=O)c1ccc(OC)cc1,-2,6.1
O=C1NC[C@H](CCCCN2CCN(CC3CCCCC3)C(=O)C2=O)N(CCc2ccccc2)C1=O,-1,1.0
COc1cc(C(=O)NN=C2c3ccccc3-c3ccccc32)cc(OC)c1OC,-3,0.6
COC(=O)[C@@]1(Cc2ccc(F)cc2)[C@H]2c3cc(C(=O)N4CCCC4)n(CCSCCO)c3C[C@H]2CN1C(=O)c1ccccc1,-3,-0.3
Cc1ccc(F)cc1C(=O)N1CCCCC1c1cc(C(=O)Nc2cccc(C#N)c2)no1 (stereo not drawn),-1,0.2
CC[C@H](C)[C@@H](COC=O)NC(=O)[C@H]1O[C@@H](n2ccc(N)nc2=O)[C@H](O)[C@@H]1O,-7,-0.2
CC(C)c1ccc(CN2CCC(n3nccc3NC(=O)C3CCCC3)CC2)cc1,0,3.4
COc1ccc(C(=O)C(=O)N2CCN(S(=O)(=O)c3cccc4c(N(C)C)cccc34)CC2)cc1OC,-2,2.9
O=c1cc(CN2CCN(c3ccccc3)CC2)c2ccccc2o1,-3,1.6

Next structures:
smiles,Wnt act,phage Ecoli inh
C=CCNc1cccc2c1S(=O)(=O)N[C@@H](CC(C)C)CO2,-4,2.6
O=C(NN=Cc1ccc2c(c1)CCC2)c1ccccc1[N+](=O)[O-],0,4.1
COC(=O)C1=C(C)N(Cc2cccc(C(F)(F)F)c2)C(=NCc2ccccc2)NC1c1ccccc1C(F)(F)F (stereo not drawn),-16,4.2
COc1cc2c(cc1OC)C(c1c(Cl)cccc1Cl)=NCC2,0,-0.2
COc1ccc(-c2ccc3c(c2)c(Sc2ccccc2)c(-c2cc(OC)cc(OC)c2)n3C)cc1,-1,-0.1
COc1cc(F)ccc1Oc1cccc2c1S(=O)(=O)N([C@H](C)c1ccccc1)C[C@@H](COCc1ccccc1)O2,-3,0.5
CCS(=O)(=O)N1Cc2cc(C(=O)NCCOC)nc(-c3cccc(-c4ccncc4)c3)c2[C@H]1CCO,-4,1.6
CCN(CC)Cc1nc2nc(Cl)c(Cl)nc2[nH]1,-5,3.3
C[C@@H]1CN([C@@H](C)CO)C(=O)CCCn2cc(nn2)CO[C@H]1CN(C)S(=O)(=O)c1ccc2c(c1)OCCCO2,-3,2.4
CCOc1ccc(-c2ccc(C3=CC(=O)C[C@H](c4ccc(F)cc4)C3)cc2)cc1,0,-0.2

More results follow.
smiles,Wnt act,phage Ecoli inh
c1ccc(Cn2c(-c3cccs3)nc3nc4ccccc4nc32)cc1,7,4.3
COc1ccc(CNC(=O)CC[C@H]2O[C@@H](n3cnc4c(NC(=O)c5ccccc5)ncnc43)[C@H](O)[C@@H]2O)cc1,0,3.7
O=C(O)CC1(C(=O)O)CC2C=CC1C2 (stereo not drawn),3,2.5
COC(=O)[C@@H]1ON2OCC(C)=C3CCCC[C@@]32[C@H]1C(=O)OC,-1,-0.4
COc1ccc(Cl)cc1CN1C(=O)C(Cc2ccccc2)ON=C1C (stereo not drawn),-4,3.0
CC(C)CN1C(=O)CN(S(C)(=O)=O)CC1(C)C(=O)NCc1ccccc1 (stereo not drawn),1,2.4
CCc1nc2ccc(C(=O)N3CCN(C(=O)c4ccco4)CC3)cn2c1N(C)C(=O)C1CCCCC1,-2,1.3
CCOC(=O)[C@]12CCC=C1N(CCC1=CCCCC1)C(=O)[C@H](CC(=O)NCc1ccccc1)C2,13,-0.9
COCc1[nH]nc2c1C(c1cccc(C(F)(F)F)c1)N(c1ccc(OC)cc1)C2=O (stereo not drawn),-4,1.6
CC(C)=CCC[C@H](C)C[C@@H]1Cc2[nH]c(=S)[nH]c(=O)c2[C@@H](c2ccc(F)cc2)O1,3,3.9

New compounds follow
smiles,Wnt act,phage Ecoli inh
CC1(CN2CCCC2)CCC(NC(=O)C(c2ccccc2)c2ccccc2)C(C)(C)O1 (stereo not drawn),-4,1.2
CC(=Cc1ccccc1)C=C1SC(=S)N(CCCC(=O)Nc2ccc(C(=O)O)c(O)c2)C1=O,-2,4.3
O=C(NCc1cccc(F)c1)c1[nH]c(C(F)(F)F)nc1-c1ccccc1,-2,0.9
CC1(C(=O)NS(=O)(=O)c2cccs2)CCN1C(=O)CC1CCCCC1 (stereo not drawn),0,4.7
Cc1cc(C)c2c(=O)n3c(nc2c1)C(Cc1ccc(O)cc1)NC(=O)c1cc2ccccc2cc1-3 (stereo not drawn),-3,0.2
C=CCOC(=O)Nc1nc(CCNC(=O)OC(C)(C)C)c(C(=O)O)s1,0,0.6
CCCS(=O)(=O)NC(=O)C1(C)CCN1C(=O)Cc1ccc(-c2ccccc2)cc1 (stereo not drawn),0,2.2
Cc1ccc([C@@H]2CC(=O)[C@@H]3CN(S(=O)(=O)c4ccc(C)cc4)[C@H](c4ccccc4)C[C@@H]3N2S(=O)(=O)c2ccc(C)cc2)cc1,-2,4.1
CCOC(=O)C1=CCC(c2ccc(Cl)cc2)N(S(=O)(=O)c2ccc(C)cc2)C1 (stereo not drawn),-1,4.7
COC(=O)C[C@@H]1CC[C@@H](NS(=O)(=O)c2cccc(OC)c2)[C@@H](CO)O1,3,4.0

Continuation:
smiles,Wnt act,phage Ecoli inh
COc1ccc(-c2cncnc2N)cc1OC,-1,0.4
Cc1nc(SCC(=O)N2CCNC2=O)c(C#N)c(C)c1C,-8,4.2
COc1cc(-c2cc(NC=O)c3ncc(-c4ccc(C(C)=O)cc4)n3c2)cc(OC)c1OC,-3,2.1
CC(C)N1C(=O)c2ccccc2NC(=O)C1C(=O)NCc1cccs1 (stereo not drawn),-2,1.9
O=C(Nc1nc(OCC(F)(F)F)cnc1/C=C\c1ccccc1)c1ccccc1,-4,3.1
COC1=CC(=O)OC(c2ccccc2)C1 (stereo not drawn),1,0.8
CC(=O)Nc1cncc(-c2ccccc2F)n1,-5,3.8
Cc1ccc(-c2nc3ccc(Cl)cn3c2Cc2ccsc2)cc1,?,3.2
C=CCN=C1NC(c2ccc(F)cc2)C(C(=O)OC)=C(C)N1C (stereo not drawn),-1,1.3
COC(=O)C[C@@H]1OC[C@H](C(C)C)N1S(=O)(=O)c1ccc(C)cc1,-1,1.9

Additional records
smiles,Wnt act,phage Ecoli inh
CCN(CC(=O)Nc1c(F)cccc1F)C(=O)C1CCCO1 (stereo not drawn),0,0.9
CC1(C(=O)NS(=O)(=O)c2cccc(Cl)c2)CCN1C(=O)C1(c2ccc(Cl)cc2)CC1 (stereo not drawn),-1,0.8
Cc1c(C)c2ccc(OCC(=O)NCCc3c[nH]c4ccccc34)cc2oc1=O,3,0.8
CC(C)Oc1cc(F)ccc1-c1cc(C(=O)Nc2ccc(C(C)C)cc2)[nH]n1,-3,3.2
COc1ccc(-c2cnc3c(NC=O)cc(-c4cc(OC)c(OC)c(OC)c4)cn23)cc1OC,7,2.5
Cc1noc(C)c1CSCC(=O)OCC(=O)Nc1ccc(OC(F)(F)F)cc1,-1,2.8
Cc1cccnc1N=O,-2,0.7
OC1OC2COC(c3ccccc3)OC2C(O)C1O (stereo not drawn),-2,1.3
Cc1ccc(C(=O)N[C@H](C(=O)N2CCN(c3ncccn3)CC2)C(C)C)cc1,-1,0.0
CCc1ccc(OC2(C)CCN(Cc3ccccc3OC(F)F)C2)cc1 (stereo not drawn),-5,3.3

(continued)
smiles,Wnt act,phage Ecoli inh
Cc1ccc(Nc2n[nH]c(=S)s2)cc1,0,6.1
COc1ccc(NC(=O)C2Cc3c(-c4cccc(F)c4)ccnc3O2)cn1 (stereo not drawn),-4,3.8
CN(c1ccc(NC(=O)CCc2c[nH]c3ccccc23)cc1)c1ccccn1,-7,1.6
CSc1ccc(CN2CCC(C)(Oc3ccccc3F)C2)cc1 (stereo not drawn),-1,2.7
O=C(Nc1ccc(Br)cc1F)c1nc[nH]c1C(=O)N1CCc2ccccc2C1,-2,0.7
COC(=O)c1ccccc1S(=O)(=O)N1CCC(C(=O)NCc2ccccn2)CC1,-3,0.2
COc1ccccc1Cc1c(-c2cccc(Cl)c2)nc2c(C)cc(Br)cn12,-3,0.7
CN1[C@@H](Cc2ccccc2)COc2cc(N3CCSCC3)ccc2S1(=O)=O,0,2.5
C[C@H]1CN([C@@H](C)CO)S(=O)(=O)c2ccc(C#Cc3ccccn3)cc2O[C@@H]1CN(C)C(=O)C1CC1,0,1.4

Some values from the results shown.
In phage Ecoli inh, CN(c1ccc(NC(=O)CCc2c[nH]c3ccccc23)cc1)c1ccccn1 has the entry 1.6
In phage Ecoli inh, CSc1ccc(CN2CCC(C)(Oc3ccccc3F)C2)cc1 (stereo not drawn) has the entry 2.7
